# Bioassay records (PubChem BioAssay)
# SNCA viab count: GF-AFC viability counterscreen for inhibitors of alpha-synuclein gene (SNCA) expression; HEK-293-SNCA-luc viability, GF-AFC fluorescence, 24 h; Potency, µM (top dose mostly 57.1 µM), for the others: at the top dose activity change, negative = cytotoxicity, hits mostly cytotoxic; 150,000 compounds, 0.12% hits; AID 1671193, 2021;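 also: potency is read from the fitted curve at half-maximal effect; 0% = DMSO-treated cells and -100% = medium-only wells without cells; nearly all actives have a fitted effect of over 30% in size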
#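 HEK-293-SNCA-luc cells (1500/well) plated 24 h, then exposed 24 h to a dilution series; GF-AFC added 30 min at 37C, fluorescence 405/540 nm; normalised to medium-only and DMSO wells, Hill fit.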
# 3T3 cytotox: Cytotoxic Profiling in NIH 3T3 Cell Line of Diverse Libraries Using Quantitative High-Throughput Screening; Potency, µM (series often up to 96.7 µM), inactives show top-dose activity change, negative = cytotoxicity, usual class: inhibitors; NIH 3T3 viability, CellTiter-Glo ATP luminescence, 48-72 h; 94,000 compounds, 4.3% hits; also: potency is read from the fitted curve at half-maximal effect; nearly all actives have a fitted effect of over 55% in size
#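 Cytotoxicity is measured as loss of cellular ATP: NIH 3T3 cells (400/well) are exposed to compound for 48 or 72 hr at 37 °C, then CellTiter-Glo luminescence is imaged after 10 min at room temperature.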
# Luciferase inh: Firefly luciferase inhibition profiling of diverse chemical library using quantitative high-throughput screening; Luciferin 4-monooxygenase (Photinus pyralis), P08659; purified P. pyralis luciferase, luminescence, biochemical; 76,000 compounds, 2.5% hits; Potency, µM (top dose mostly 115 µM), for the others: at the top dose activity change, negative = inhibition, usual class: inhibitors; also: potency is read from the fitted curve at half-maximal effect; nearly all actives have a fitted effect of over 65% in size
# Target sequence (P08659 whole entry, looked up): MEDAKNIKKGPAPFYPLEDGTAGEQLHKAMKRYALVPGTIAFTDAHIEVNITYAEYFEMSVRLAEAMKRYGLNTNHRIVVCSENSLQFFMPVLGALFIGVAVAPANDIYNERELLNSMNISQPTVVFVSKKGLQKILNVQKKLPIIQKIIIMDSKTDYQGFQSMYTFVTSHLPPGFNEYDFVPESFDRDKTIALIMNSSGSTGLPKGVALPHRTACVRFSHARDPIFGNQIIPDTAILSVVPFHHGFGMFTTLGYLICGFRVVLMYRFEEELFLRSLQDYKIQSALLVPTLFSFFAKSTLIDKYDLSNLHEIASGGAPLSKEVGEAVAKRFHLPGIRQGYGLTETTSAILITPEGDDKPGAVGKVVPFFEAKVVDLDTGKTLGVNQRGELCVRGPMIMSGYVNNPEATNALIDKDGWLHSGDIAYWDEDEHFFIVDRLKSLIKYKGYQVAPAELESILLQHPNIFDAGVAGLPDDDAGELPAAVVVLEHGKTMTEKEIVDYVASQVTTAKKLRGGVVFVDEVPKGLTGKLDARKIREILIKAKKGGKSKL
#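 Purified P. pyralis luciferase (10nM final) in 50mM Tris acetate pH 7.5, 10mM Mg acetate, 0.01% Tween-20, 0.05% BSA with 10uM D-luciferin and 10uM ATP. Compounds titrated qHTS. Luminescence imaged on CCD.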
# HEK cytotox: Cytotoxic Profiling in HEK 293 Cell Line of Diverse Libraries Using Quantitative High-Throughput Screening; HEK 293 viability, ATP luminescence (CellTiter-Glo), 48-72 h; Potency, µM (top dose mostly 115 µM), for inactives: top-dose activity change, negative = cytotoxicity, most hits filed as inhibitors; 94,000 compounds, 6.6% hits; AID 1345083, 2018; also: potency is read from the fitted curve at half-maximal effect; nearly all actives have a fitted effect of over 60% in size
#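 HEK 293 cells seeded at 250 cells/well were exposed to compound for 48 or 72 hr at 37 degree Celsius. Viability taken as ATP content by CellTiter-Glo luminescence.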
# GPT2 inhibitor: Primary qHTS assay for inhibitors of Glutamate pyruvate transaminase 2 (GPT2); Alanine aminotransferase 2 (Homo sapiens), Q8TD30; Recombinant GPT2, coupled pyruvate oxidase/HRP Amplex Red fluorescence; Potency, µM (series often up to 57.7 µM), for the others: at the top dose activity change, negative = inhibition, most hits filed as inhibitors; 100,000 compounds, 0.25% hits; AID 1671188, 2021; also: potency is read from the fitted curve at half-maximal effect; nearly all actives have a fitted effect of over 60% in size; many of its hits are not listed in these tables
# Target sequence (Q8TD30 whole entry, looked up): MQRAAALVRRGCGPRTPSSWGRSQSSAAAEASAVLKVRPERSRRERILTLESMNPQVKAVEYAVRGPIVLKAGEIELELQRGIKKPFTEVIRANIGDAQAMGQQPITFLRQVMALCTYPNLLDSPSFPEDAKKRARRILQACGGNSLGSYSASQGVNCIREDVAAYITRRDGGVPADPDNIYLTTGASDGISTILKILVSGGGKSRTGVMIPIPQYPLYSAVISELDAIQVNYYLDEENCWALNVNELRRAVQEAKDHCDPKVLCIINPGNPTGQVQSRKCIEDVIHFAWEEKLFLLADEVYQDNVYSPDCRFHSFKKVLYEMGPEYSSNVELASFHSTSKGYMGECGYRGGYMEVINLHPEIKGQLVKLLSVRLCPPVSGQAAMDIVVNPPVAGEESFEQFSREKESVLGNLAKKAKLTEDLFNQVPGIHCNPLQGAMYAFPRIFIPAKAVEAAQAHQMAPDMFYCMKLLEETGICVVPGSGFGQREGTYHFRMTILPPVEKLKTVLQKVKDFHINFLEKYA
#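 Inhibition is scored from Amplex Red fluorescence generated when pyruvate oxidase and HRP act on pyruvate released by GPT2. Reactions contain 10ng/uL enzyme, 250uM a-KG and 2mM L-alanine and run 30 min at room temperature.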
# SNCA expr inhib: Primary qHTS assay for inhibitors of alpha-synuclein gene (SNCA) expression | HEK-293 SNCA-luciferase knock-in, luminescence, 24 h | 140,000 compounds, 0.17% hits | Potency, µM (doses to about 57.2 µM), for inactives: at the highest dose activity change, negative = inhibition, actives largely listed as inhibitors | AID 1671194, 2021;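 also: potency is read from the fitted curve at half-maximal effect; plate controls were DMSO cells for no effect and cell-free wells for full effect; nearly all actives have a fitted effect of over 45% in size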
# IP6K1 inhibitor: Primary qHTS assay for small molecule inhibitors of Inositol hexaphosphate kinase 1 (IP6K1); 140,000 compounds, 0.81% hits; activity change, % (series mostly up to about 58 µM); IP6K1 kinase, ADP-Glo luminescence, 2 h; hits give low values; in the data active = activity change below about -25%
#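 ADP-Glo luminescence measures ADP made by human IP6K1 during a 2 h RT reaction with ATP/IP6 (mix at 1.3 mM/130 uM); top library doses 57.5 and 19.1 uM final.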
# Numbers without * were called inactive; i = inactive; ? = inconclusive; / = no result given; [ ] = another dose, or the depositor's remark. Unless noted, calls follow the shape of the dose curve; as a rule, active = well fitted curve in the direction sought with a large enough effect; inconclusive = small, poorly fitted or top-dose-only effect, or another doubt; inactive = no such curve, though single readings can be large; an effect the other way counts as inactive or inconclusive. Unless noted, % is scaled to controls: 0 for no effect and ±100 for the full control effect.
# The first 3 compounds, to show the layout:
SMILES,SNCA viab count,3T3 cytotox,Luciferase inh,HEK cytotox,GPT2 inhibitor,SNCA expr inhib,IP6K1 inhibitor
N#C/C(=C\c1ccc(Cl)cc1)C(=O)NCC1CCCO1 (stereo not drawn),-9%,/,/,/,/,-6%,6
COc1ccc(S(=O)(=O)N2C[C@@H]3C[C@H](C2)c2c(NC(=O)C4CCCCC4)ccc(=O)n2C3)cc1,-5%,0%,1%,?,-2%,-7%,8
c1cc(Cn2cccn2)cc(-c2cn(CC3CNCCO3)nn2)c1 (stereo not drawn),-5%,2%,-7%,-2%,i,5%,-9

# The list itself, previewed entries included:
SMILES,SNCA viab count,3T3 cytotox,Luciferase inh,HEK cytotox,GPT2 inhibitor,SNCA expr inhib,IP6K1 inhibitor
N#C/C(=C\c1ccc(Cl)cc1)C(=O)NCC1CCCO1 (stereo not drawn),-9%,/,/,/,/,-6%,6
COc1ccc(S(=O)(=O)N2C[C@@H]3C[C@H](C2)c2c(NC(=O)C4CCCCC4)ccc(=O)n2C3)cc1,-5%,0%,1%,?,-2%,-7%,8
c1cc(Cn2cccn2)cc(-c2cn(CC3CNCCO3)nn2)c1 (stereo not drawn),-5%,2%,-7%,-2%,i,5%,-9
CC(=O)c1cccc(NC(=O)c2ccc3nc(C(C)C)oc3c2)c1,-4%,/,/,/,/,81%[activator],-3
CC1(C)Cc2nc(N3CCOCC3)ncc2C(NC(=O)NC(C)(C)C)C1 (stereo not drawn),-8%,0%,-5%,i,-6%,-6%,19
Cc1cc(C)n(CC(=O)N2CCC(c3nc(-c4ccccc4)no3)C2)n1 (stereo not drawn),-11%,-24%,-30%,-26%,5%,-5%,-2
CNC(=O)[C@@H](c1ccc(Cl)cc1)N1CCC[C@H]1C(=O)N1CCN(C)CC1,-7%,4%,3%,i,2%,-7%,-9
C=C[C@@]1(C)CCC2=C([C@H]1OC(C)=O)[C@H](OC(C)=O)CC1[C@](C)(C(=O)OC)CC[C@H](OC(C)=O)[C@]21C (stereo partly drawn),7%[23.9 µM],/,/,/,-8%[27.3 µM],/,10
COc1cccc(C(=O)Nc2c(C(=O)c3ccc(F)cc3)oc3ccccc23)c1,6%,/,/,/,/,22%,0
COC(=O)c1ccc(NC(=O)N2CCC3(CC2)CC(N2CCCC2)CCO3)cc1 (stereo not drawn),3%,-1%,-1%,7%,i,22%,-11
O=C(c1ccccc1F)N1CCCN(C(=O)C2CC2)c2ccccc21,9%,-17%,1%,-28%,i,-2%,-2
O=C(C1CC1)N1Cc2ccccc2NC(=O)C12CCNCC2,-1%,i,/,i,3%,24%,-15
CN(C)c1nccnc1OC1CCN(C(=O)c2ccccc2Br)C1 (stereo not drawn),2%,-15%,?,-1%,i,103%[activator],7
COc1ccc(NCc2cc3ccc(OC)cc3n(CC(=O)Nc3cc(Cl)ccc3C)c2=O)cc1,-5%,/,/,/,/,-3%,1
Cc1ccc(Cl)cc1N1CCN(C(=O)c2cn(C)c3ccc(S(=O)(=O)N4CCC(C)CC4)cc3c2=O)CC1,-6%,/,/,/,/,?,19
CN1CCc2c(sc3c2C(=O)NC(c2ccc(OC(=O)c4ccc(C(C)(C)C)cc4)cc2)N3)C1 (stereo not drawn),?,/,/,/,/,1µM*,-10
CCN(CC)Cc1nc(C2(O)CCN(CC(C)C)CC2)cs1,-9%[87.6 µM],-27%[174 µM],-10%[172 µM],-18%[172 µM],-14%[88.5 µM],8%[87.6 µM],5
Fc1cccc(OC2CCNC2)c1 (stereo not drawn),-1%,-1%,1%,-1%,i,-5%,-5
Cc1ccc(C)c(NC(=O)Cn2cnc3nc4c(cc3c2=O)CCCC4)c1,-13%,/,/,/,/,-6%,5
COc1ccc(CNC(=O)c2cc(-c3cccc(C(F)(F)F)c3)c3nncn3n2)cc1,2%,-20%,/,?,-18%,-13%,-14
O=C(NCCc1ccccn1)c1cnc2c(c1)N(C(=O)CCc1ccccc1)CCC2,4%[87.6 µM],-20%[138 µM],-2%[172 µM],?,-8%[88.5 µM],?,18
COCCn1c(C)cc(O)c(C(c2ccccc2OC)N2CCN(c3ccccc3)CC2)c1=O (stereo not drawn),-4%,/,/,/,/,-2%,-2
O=C1COCC2(CN1Cc1cccc(OC(F)(F)F)c1)CN(c1nccs1)C2,1%[87.6 µM],-19%[138 µM],0%[172 µM],?,-3%[88.5 µM],-18%[87.6 µM],7
CN(Cc1cccnc1)Cc1nc(CC(N)=O)nn1-c1ccc2c(c1)CCC2,-28%,-14%,-14%,-19%,3%,28%,11
CC(C)CCNC(=O)c1ccc2c(c1)N(Cc1cccc(Cl)c1)C(=O)c1ccccc1S2,-14%,/,/,/,/,0%,10
CSc1ccc(CNC(=O)c2cc3c(N4CCSCC4)nc(C)cn3n2)cc1,-5%,?,0%,-26%,3%,-29%,0
COc1ccccc1OCCNC(=O)C1CCN(c2cc(C(F)(F)F)nc(C)n2)CC1,-2%,?,0%,?,i,-15%,7
CN(c1ncccc1C(=O)N1CCOCC(O)C1)C1CCCCC1 (stereo not drawn),5%,-19%,-5%,-19%,0%,-15%,13
COc1cc(OC)cc(C(=O)N2CCC3(CC2)NC(=O)N(Cc2ccccc2)C3=O)c1,12%,-13%,13%,3%,-15%,-17%,6
CCOC(=O)c1c(NC(=O)COc2cccc(C(F)(F)F)c2)sc2c1CCCCC2,-2%,/,/,/,/,-17%,-5
Cc1ccc2nc(COCC(=O)N3CCC4(CCCN(C)C4=O)C3)[nH]c2c1 (stereo not drawn),-12%,i,2%,i,i,-13%,-2
O=S(=O)(NCC1Cn2cccc2CN1Cc1cccnc1)c1ccc(F)cc1 (stereo not drawn),13%,?,0%,?,i,6%,-10
Cc1cc2ccccc2n1-c1ccc(C(=O)N2CCC(C(=O)NCc3ccc(Cl)cc3)CC2)s1,18%,/,/,/,/,77%[activator],43
CC(C)COc1cc(=O)n2c(c1C(=O)NCc1ccc(C(F)(F)F)cc1)CCCCC2,-6%,?,7%,-24%,-19%,-10%,3
Cc1cc(C)n2nc(CC(=O)N[C@H](c3ccccn3)C3CC(O)C3)nc2n1 (stereo partly drawn),-4%,2%,3%,-1%,i,1%,2
O=C(Nc1ccccc1)N1CCn2c(nn(-c3ccc(F)cc3)c2=O)C1,8%,-26%,-9%,-1%,i,-16%,-2
Cc1ccccc1Cc1noc(-c2nc(-c3ccccc3F)no2)n1,8%,-7%,?,0%,i,54%[activator],-20
CO[C@H]1[C@H](NC(=O)c2cc(C)oc2C)c2ccccc2C12CCNCC2,-3%,4%,-6%,-1%,2%,?,-2
COc1cccc(-c2cc3c(=O)n(CC(O)c4cccc(C#N)c4)ccn3n2)c1 (stereo not drawn),-13%,0%,-20%,0%,-5%,80%[activator],-8
CN1C(=O)COC[C@@H]1[C@H](O)c1ccc(NS(=O)(=O)c2ccc(F)cc2)cc1,8%[87.6 µM],2%[138 µM],3%[172 µM],0%[172 µM],-6%[88.5 µM],-17%[87.6 µM],10
CC(C)=CCC/C(C)=C/CO,-21%[23.9 µM],/,/,/,?,7%[25.6 µM],32
CCNC(=O)N1CCOc2ccc(CCC(=O)Nc3ccc(F)cc3F)cc2C1,-4%[12.5 µM],-30%,-8%,40µM*,-5%,39%[activator],-3
C=CCn1cc(-c2c(-c3ccccc3)ncn2Cc2cncn2CCOC)cn1,-21%,-24%,-19%,?,?,-24%,7
Cc1nc(C)c(C(=O)N2CCn3c(nnc3[C@@H]3C[C@@H](O)CN3Cc3ccccc3)C2)s1,4%[12.5 µM],-4%,-8%,-2%,3%,?,-9
O=C(NCc1nnc2c(-c3nc(C4CC4)no3)cccn12)C1CCC1,0%,3%,3%,-7%,i,3%,2
CCOc1ccc(OCC(=O)NCCS(=O)(=O)N2CCN(c3ccc(OC)cc3)CC2)cc1,5%,/,/,/,/,?,5
CCc1ccc(S(=O)(=O)c2cn(C)c3ccc(C)cc3c2=O)cc1,9%,/,/,/,/,12%,40
O=C(COc1ccc(F)cc1)N1CCC(c2noc(C3CC3)n2)C1 (stereo not drawn),3%,-12%,7%,-16%,-1%,-1%,-5
COc1ccccc1CNC(=O)CN1CCC(CO)CC1,11%,-10%,-9%,-19%,i,-16%,2
COc1cc(Cl)c(C)cc1NC(=O)c1cnc2c(-c3cccc(C)c3)c(C)nn2c1C,-4%,/,/,/,/,-19%,1
O=C(Cc1ccccc1)Nc1cc(-c2ccccn2)nn1-c1ccccc1,-21%,-18%,/,?,-7%,-1%,3
COc1ccc2[nH]cc(CCNC(=O)C3CCCN(Cc4ccncc4)CCC(=O)NCC3)c2c1 (stereo not drawn),18%,i,8%,i,i,-3%,-8
CCC(=O)N1c2ccccc2C(C)(c2ccccc2)CC1(C)C (stereo not drawn),9%,/,/,/,/,6%,-10

# Some of the entries so far, with tabs.
mol	SNCA viab count	3T3 cytotox	Luciferase inh	HEK cytotox	GPT2 inhibitor	SNCA expr inhib	IP6K1 inhibitor
CO[C@H]1[C@H](NC(=O)c2cc(C)oc2C)c2ccccc2C12CCNCC2	-3%	4%	-6%	-1%	2%	?	-2
COc1cccc(-c2cc3c(=O)n(CC(O)c4cccc(C#N)c4)ccn3n2)c1 (stereo not drawn)	-13%	0%	-20%	0%	-5%	80%[activator]	-8

# Record cards (already shown). Order of values: SNCA viab count | 3T3 cytotox | Luciferase inh | HEK cytotox | GPT2 inhibitor | SNCA expr inhib | IP6K1 inhibitor
# Record of CCC(=O)N1c2ccccc2C(C)(c2ccccc2)CC1(C)C (stereo not drawn) → 9% | / | / | / | / | 6% | -10
# Record of O=C(Cc1ccccc1)Nc1cc(-c2ccccn2)nn1-c1ccccc1 → -21% | -18% | / | ? | -7% | -1% | 3

# A portion of the library (hit frequency here may not be typical).
